# HTR1E agonist: 5-HT1E (human) receptor agonism; P28566; CHO 5-HT1E Ga15 NFAT-bla reporter, FRET; 0% DMSO wells, 100% control agonist wells; activation, % at 6 µM; 65,000 tested, 0.69% active;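 active = activation above a set limit, the screen-wide mean activation plus 3 SD, cut at about 8.5% in these data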;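 also: 100% = positive control agonist at 1 µM giving full maximal response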
# tolC growth inh: E. coli tolC mutant growth inhibition; growth inhibition, % at 10 µM (by protocol); AID 573; E. coli BW25113 tolC mutant growth, OD615; 65,000 tested, 2.2% active;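 active = growth inhibition at or above a cutoff equal to the mean over every tested compound plus 3 SD, cut at about 60% in these data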;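 also: growth measured after 20 h incubation at 37 °C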
#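 Test system: E. coli BW25113 ΔtolC::kan bacteria; incubation: 37 °C, 20 h exposure; medium: LB broth supplemented with 50 µg/mL kanamycin; read-out basis: percent growth inhibition; signal: A615 absorbance measurement; compound: 10 µM final, single dose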
# 5HT1E antag: antagonists of human 5-HT1E serotonin receptor; CHO 5-HT1E Ga15 NFAT-bla reporter, FRET, antagonist; 65,000 tested, 0.99% active; inhibition, % at 6 µM; P28566;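 active = inhibition above a set limit, the mean inhibition across every tested compound plus 3 SD, cut at about 29% in these data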;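 also: signal is the 460 over 535 nm emission ratio of beta-lactamase substrate; 0% = agonist plus DMSO wells and 100% = wells without agonist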
# RORa activator: activates the human nuclear receptor RORA | P35398 | CHO-K1 Gal4-RORA LBD luciferase reporter, luminescence; percent increase over mock-subtracted basal signal | activation, % at 10 µM | 65,000 tested, 1.5% active;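 active = activation above the mean of all tested compounds plus 3 SD, cut at about 49% in these data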;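 also: 0% = DMSO-treated RORA cells and 100% = added signal equal to DMSO minus mock-transfected cells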
# Target sequence (P35398 whole entry, looked up, the tested form may be a part): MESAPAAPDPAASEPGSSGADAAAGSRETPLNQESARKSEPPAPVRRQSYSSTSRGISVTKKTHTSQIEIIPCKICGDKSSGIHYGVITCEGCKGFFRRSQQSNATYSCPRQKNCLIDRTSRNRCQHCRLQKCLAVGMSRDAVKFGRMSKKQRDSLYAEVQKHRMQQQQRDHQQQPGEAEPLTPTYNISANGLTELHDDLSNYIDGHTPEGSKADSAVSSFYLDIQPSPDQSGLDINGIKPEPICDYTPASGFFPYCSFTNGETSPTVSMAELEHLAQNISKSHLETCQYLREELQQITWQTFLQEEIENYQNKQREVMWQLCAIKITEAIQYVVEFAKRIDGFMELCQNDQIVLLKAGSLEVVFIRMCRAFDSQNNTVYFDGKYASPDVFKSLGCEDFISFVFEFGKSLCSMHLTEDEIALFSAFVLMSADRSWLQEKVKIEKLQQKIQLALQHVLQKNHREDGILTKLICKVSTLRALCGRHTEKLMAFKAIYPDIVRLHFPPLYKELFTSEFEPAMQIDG
# NADH coupling: inhibitors of enzymes used to reach an NAD/NADH endpoint. coupled PK/LDH NADH assays, four targets. IC50, µM (highest dose often 10 µM), without a hit: at the highest dose inhibition. 65,000 tested, 0.02% active. AID 774;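 active = single-dose screening hits from any of four coupled enzyme assays that gave an IC50 when retested across doses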;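 also: the DPM-DC format reads NADH fluorescence rather than 340 nm absorbance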
# 5HT1a antag: blocks the human serotonin 5-HT1a receptor | P08908 | CHO 5-HT1a Ga15 NFAT-bla reporter, antagonist mode | inhibition, % at 10 µM | 62,000 tested, 0.68% active | AID 612;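 active = inhibition above the mean of all tested compounds plus 3 SD, cut at about 43% in these data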;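 also: receptor stimulated by 5-CT agonist at 100 nM near EC80; beta-lactamase reporter measured by ratiometric fluorescence of a cleavable substrate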
# Target sequence (P08908 whole entry, looked up): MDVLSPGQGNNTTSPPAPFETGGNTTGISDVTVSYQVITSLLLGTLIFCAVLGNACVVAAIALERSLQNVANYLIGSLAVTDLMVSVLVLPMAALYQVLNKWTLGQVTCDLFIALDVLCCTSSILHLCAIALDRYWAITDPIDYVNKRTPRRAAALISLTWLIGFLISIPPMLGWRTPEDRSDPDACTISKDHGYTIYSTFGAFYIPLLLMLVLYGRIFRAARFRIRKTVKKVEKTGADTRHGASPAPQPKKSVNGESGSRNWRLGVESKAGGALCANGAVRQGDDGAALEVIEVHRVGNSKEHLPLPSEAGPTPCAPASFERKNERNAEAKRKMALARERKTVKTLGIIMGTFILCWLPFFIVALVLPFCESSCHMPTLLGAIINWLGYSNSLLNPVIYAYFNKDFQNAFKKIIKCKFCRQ
# SF1 activator: activates the human nuclear receptor SF-1. Q13285. CHO-K1 Gal4-SF-1 LBD luciferase reporter; % increase over DMSO SF-1-specific signal. activation, % at 10 µM. 65,000 tested, 1.9% active;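 active = activation above the mean activation of all tested compounds plus 3 SD, cut at about 50% in these data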
#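 Material: CHO-K1 cells with Gal4–hSF-1 LBD chimera plus Gal4-driven luciferase / Input: 4,000 CHO-K1 cells per well / Incubation: compound exposure 20 h at 37 °C / Signal: luminescence read 15 min after SteadyLite luciferase reagent, after room-temperature equilibration / Read-out: percent activation versus DMSO / Benchmarks: DMSO negative control and −SF1 background wells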
# HTR1A agonist: activates the human 5-HT1a serotonin receptor; 65,000 tested, 0.56% active; activation, % at 10 µM; CHO 5-HT1a Ga15 NFAT-bla reporter, FRET ratio; 0% basal, 100% maximal reference agonist; P08908;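 active = activation above the screen-wide mean activation plus 3 SD, cut at about 19% in these data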;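 also: 0% = DMSO wells and 100% = 5-CT at EC100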
# MMP-13 inhibitor: inhibitors of human MMP13 | 65,000 tested, 0.07% active | MMP-13 fTHP FRET cleavage, Mca fluorescence | inhibition, % at 4 µM;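 active = inhibition above the mean of compound-free control plate wells plus 3 SD, cut at about 14% in these data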;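 also: 0% = DMSO wells and 100% = wells with reference MMP-13 inhibitor after basal subtraction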
# * = called active by the depositor; i = inactive; nt = no result given; [ ] = remark or other dose.
Molecule	HTR1E agonist	tolC growth inh	5HT1E antag	RORa activator	NADH coupling	5HT1a antag	SF1 activator	HTR1A agonist	MMP-13 inhibitor
NC(=O)CSc1nnc(Cn2c(=O)sc3ccccc32)n1-c1cccc(Cl)c1	-0.8	-4	5	-14	4%	-36	-9	-1.5	-5
COC(=O)c1ccccc1NC(=O)c1cccs1	0.6	14	-7	-4	4%	-18	-8	-0.4	1
c1ccc2[nH]c(-c3ccnc4ccccc34)nc2c1	-1.1	5	8	22	11%[fluoresces]	17	30	-2.4	-192[fluorescence artefact?]
O=C(CSc1ncnc2c1cnn2Cc1ccccc1)Nc1ccc2c(c1)OCCO2	-0.3	-12	10	-5	4%	0	-1	-2.6	-7
COc1ccc(OCC(=O)Nc2cccc3ncccc23)cc1	-1.6	-8	-1	-6	2%	5	13	2.2	6
CC1CCCCC1NC(=O)C1CCN(S(=O)(=O)c2ccc3c(c2)CCC(=O)N3)CC1 (centres undefined)	0.3	-10	5	3	2%	-3	11	-2.4	1
O=C(CCCCn1c(=O)c2ccccc2n(CC(=O)Nc2ccc(F)cc2)c1=O)NCc1ccco1	-0.5	-18	7	-4	4%	0	-2	-1.8	5
O=C(CN1C(=O)CSC1=O)Nc1ccccc1N1CCOCC1	10*	-9	8	-25	2%	8	-1	-3.9	4
COc1ccc(C2C(C(=O)NCc3ccco3)CCC(=O)N2c2ccc(OC)cc2)cc1 (centres undefined)	0.4	-18	-2	-15	2%	-5	-18	-1.1	-4
CCCCC1CCC(C(=O)NC2CCS(=O)(=O)C2)CC1 (centres undefined)	-1.0	-5	7	1	4%	-9	-16	-4.8	1
COc1ccccc1CNC(=O)C(NC(=O)C1CCCCC1)C(C)C (centres undefined)	-0.8	-5	-7	-4	11%	-1	-2	-1.2	0
O=C(COC(=O)c1ccccc1C(=O)c1ccccc1)c1ccco1	-0.3	-10	6	-2	4%	6	-2	-1.2	2
CS/C(=N\S(=O)(=O)c1cccs1)Nc1ccc(N2CCOCC2)cc1	-1.3	0	-4	-2	3%	-16	-17	2.0	-3
CCc1nc(SCC(=O)N2CCN(C(=O)c3ccco3)CC2)c2c3c(sc2n1)CCCC3	0.8	46	10	-4	5%	-13	-4	1.7	-6
Cc1nc2n[nH]c(N)c2c2c1COC(C)(C)C2	-0.4	7	6	-19	5%	nt	-5	-0.8	4
Cc1ccc(-c2noc(CCC(N)=O)n2)cc1	-0.3	-9	-8	3	3%	2	10	-1.3	-1
CCOC(=O)c1cnc(SCC(=O)Nc2cc(OC)cc(OC)c2)nc1N	0.7	-3	0	-5	9%	-11	-30	-1.3	4
COc1cc(CN(C)CC(=O)c2[nH]c(C)c(C(C)=O)c2C)ccc1OC(F)F	0.7	12	17	-11	1%	16	-29	-1.7	3
N#CCCn1c(Cl)nc2ccccc21	0.3	-13	-13	-2	5%	-4	3	-1.4	-8
CCOc1ccc2[nH]c(C)c(CN3CCCCC3)c(=O)c2c1	-0.1	-10	-4	-9	4%	7	17	-2.3	-32
CCOC(=O)C1=C(C)NC2=C(C(=O)CC(C)(C)C2)C1c1ccc(N(C)C)cc1 (centres undefined)	0.0	22	4	-9	4%	-6	-9	0.0	-2
COC(=O)c1cccc(NC(=O)CSc2nnc(COc3cccc(C)c3)n2C)c1	5.9	4	3	-6	4%	4	-3	-3.2	2
O=C(c1ccc2c(c1)N(Cc1ccccc1)C(=O)CS2)N1CCOCC1	-0.5	-4	7	-12	4%	6	-8	-2.5	-4
Cc1ccc(S(=O)(=O)N2CCN(C(=O)CN3CCc4ccccc4C3)CC2)cc1	0.1	7	2	-9	19%	-4	8	-0.7	0
c1ccc(N2CCN(CCc3nnc4n3CCCCC4)CC2)cc1	0.6	-16	0	-8	8%	5	3	0.7	-1
C=CCn1c(Cc2nc3ccccc3[nH]2)n[nH]c1=S	1.0	-15	-3	-7	4%	-7	0	-3.3	7
CCOC(=O)C1=C(C)NC2=C(C(=O)C(C(=O)OC)C(C)C2)C1c1ccc(OC)c(O)c1 (centres undefined)	0.0	3	-3	-4	6%	4	7	-4.6	3
Cc1cccc(N2CCN(C(=O)c3cc4c(=O)[nH]c5ccccc5c4n3C)CC2)c1C	1.7	18	2	-12	3%	22	-1	-0.3	4
CCOc1ccccc1OCC(=O)Nc1nnc(C)s1	0.7	1	5	-6	5%	6	25	-0.6	2
COC(=O)c1ccc(NC(=O)CN2CCCC2)cc1	0.1	1	-5	-4	4%	2	1	0.0	5
CCOCCc1nnc(NC(=O)COC)s1	0.4	-19	0	43	3%	-11	16	-0.1	0
CCS(=O)(=O)N1CCC(C(=O)NCCCN2CCCCCC2)CC1	0.0	-10	-6	-13	4%	-1	-9	-2.0	3
CC(C)(C)n1nnnc1C(c1cccs1)N(Cc1ccccc1)Cc1ccco1 (centres undefined)	-0.4	18	10	-10	5%	40	-2	-4.4	4
COc1nc(OC)nc(N2CCC(NC(=O)C(Cc3ccc(C(C)C)cc3)NC(C)=O)CC2)n1 (centres undefined)	0.1	-20	-11	-6	3%	1	-4	0.0	1
CCOC(=O)c1[nH]c2c(c1C)C(=O)CC(c1ccco1)C2 (centres undefined)	-0.3	16	74*	-26	6%	53*	-43	-1.2	-6
CCCCn1c(-c2ccccc2)nc2c(=O)n(C)c(=O)[nH]c21	-1.6	13	-1	-5	5%[fluoresces]	11	-9	1.8	-240[fluorescence artefact?]
O=C(c1csc2c1CCCC2)N1CCN(c2ncccn2)CC1	-0.9	-15	-1	-8	7%	6	11	-3.4	-1
O=C(NC(C(=O)N1CCCC1C(=O)O)=C1CCCCC1)c1ccccc1 (centres undefined)	0.8	-14	-12	0	1%	-6	-4	-2.6	3
CCN(CC)CCCN1C(=O)C(O)=C(C(=O)c2ccc(C)o2)C1c1ccc(C)o1 (centres undefined)	0.5	5	-3	10	1%	nt	-6	-1.6	-8
O=C(Nc1nnc(N2CCCCCC2)s1)c1cc(-c2ccc(Br)cc2)on1	0.2	17	-2	13	4%	1	-3	-0.7	2
CC(=O)NC1CC2CCCC(C1)N2S(=O)(=O)c1ccccc1 (centres undefined)	0.2	-4	1	-3	7%	-6	-9	-1.5	2
N#Cc1ccccc1N=C1CCCN1Cc1ccccc1	-0.8	12	-11	22	4%	6	-16	-2.3	3
CSCC[C@H](NC(=O)NCCC1=CCCCC1)C(=O)O	0.4	-16	-15	-13	7%	-8	9	2.7	-7
CCOC(=O)C1=C(c2ccccc2)Nc2ncnn2C1c1ccccn1 (centres undefined)	2.0	-16	-15	20	5%	-11	-3	-0.6	2
CCOC(=O)c1sc(=S)n(CC)c1N	-0.1	11	-8	-9	7%	-15	-10	-0.6	-2
CCC(Sc1nc2n[nH]c(C)c2c(=N)n1-c1cccc(Cl)c1)C(=O)NCCOC (centres undefined)	0.8	-17	9	-12	4%	-14	-1	0.8	2
O=C(COC(=O)c1cccnc1)Nc1cccc(Cl)c1	-0.7	-5	-2	-8	5%	-9	-5	-2.6	0
CCN(CC)c1nc2ccccc2nc1C(C#N)C(=O)NCCc1ccccc1 (centres undefined)	2.2	-7	-2	-11	6%	4	-14	6.5	-26
Cc1cccc(C2CC(c3ccccc3)Nc3nc(N)nn32)c1 (centres undefined)	-0.2	5	2	-2	2%	-7	0	-0.3	-8
COc1ccc(-c2coc3c(CN4CCCCC4)c(O)c(CN4CCCCC4)c(O)c3c2=O)cc1	0.1	14	4	-7	3%	-3	-5	-1.2	1
Nc1cc(C(=O)c2cccs2)ccc1Cl	-0.2	4	12	-9	5%	22	-11	-5.8	2
CCCCC(=O)Nc1cccc(-c2nn3c(C)nnc3s2)c1	-0.5	-3	3	15	5%	1	5	-2.6	-1
CCN(CC)CCCN1C(=O)C(=O)/C(=C(/O)c2ccc3c(c2)OCCO3)C1c1ccco1 (centres undefined)	-0.3	-13	0	21	8%	-6	16	-1.2	-1
CCOC(=O)CN1C(=O)C(CC)Oc2ccc(Cl)cc21 (centres undefined)	-0.3	3	-4	-26	3%	35	-6	-2.2	0
CC(=O)c1c(C)nc2cc(Cl)ccc2c1N	-0.5	-3	1	-25	10%	4	-2	0.2	0
Cc1nn2cnc3sc4c(c3c2nc1=O)CCCC4	-0.3	-4	-6	-30	5%	nt	-12	-1.0	4
CC(=O)NC1CCC(C(=O)O)(c2ccccc2)C1 (centres undefined)	0.9	-15	-8	12	9%	-2	-10	-5.5	6
Cn1nccc1C(=O)NCCN1C(=O)OC(C)(C)C1(C)O (centres undefined)	-0.3	-11	-6	34	4%	12	5	-3.1	-4
CCN1C(=O)c2cccc3c(NC(=O)c4ccc(S(=O)(=O)N(C)C)cc4)ccc1c23	-0.1	-1	2	-15	2%	-6	10	88*	2
CC(=O)Nc1c(O)n(C)c2ccccc12	-0.4	-25	-5	-8	8%	-7	-10	-2.9	0

# Following part:
Molecule	HTR1E agonist	tolC growth inh	5HT1E antag	RORa activator	NADH coupling	5HT1a antag	SF1 activator	HTR1A agonist	MMP-13 inhibitor
CC(O)CNc1nc2c(c(=O)n(C)c(=O)n2C)n1Cc1cccc(Br)c1 (centres undefined)	0.5	-10	1	2	7%	-7	25	1.1	-1
O=c1ccc(Br)c[nH]1	-0.5	-18	-12	6	4%	8	-9	0.5	3
COc1ccc(OC)c(S(=O)(=O)N2C(C)CCCC2C)c1 (centres undefined)	-0.7	2	-7	1	3%	-4	6	-0.1	-7
CC(C)C(NS(=O)(=O)c1cccs1)C(=O)NCCN1CCN(c2ccccc2)CC1 (centres undefined)	-0.7	-17	-4	9	5%	9	4	3.4	-4
CC(C(=O)Nc1cccnc1)N1C(=O)c2ccccc2C1=O (centres undefined)	-0.9	-16	10	-7	5%	4	3	-2.8	-1
Clc1ccc(Nc2ncnc3c2cnn3-c2ccccc2)cc1	0.3	-10	1	72*	4%	-8	22	-2.9	-12
CCn1c(=N)c(C(=O)OC)cc2c(=O)n3ccccc3nc21	6.5	-4	3	12	12%[fluoresces]	12	5	12	i[fluorescence artefact?]
O=C(CCS(=O)CCC(=O)NCc1ccccc1)NCc1ccccc1	0.2	-22	-9	-10	11%	-12	-6	-1.8	-16
CC1CCCCC1NS(=O)(=O)c1ccc(-n2cnnn2)cc1 (centres undefined)	-0.5	7	5	-8	3%	0	2	-1.0	-2
CCCOc1ccc(C(=O)C(c2ccccc2)N2CCOCC2)cc1 (centres undefined)	-0.6	12	2	-12	4%	8	-8	0.5	-5
O=c1cc(N2CCC3(CC2)OCCO3)[nH]c(=O)n1-c1ccc(Br)cc1	-0.5	-8	4	-2	5%	1	-8	-1.6	-2

# Two entries drawn at random from those above:
Molecule	HTR1E agonist	tolC growth inh	5HT1E antag	RORa activator	NADH coupling	5HT1a antag	SF1 activator	HTR1A agonist	MMP-13 inhibitor
CCCCn1c(-c2ccccc2)nc2c(=O)n(C)c(=O)[nH]c21	-1.6	13	-1	-5	5%[fluoresces]	11	-9	1.8	-240[fluorescence artefact?]
O=C(Nc1nnc(N2CCCCCC2)s1)c1cc(-c2ccc(Br)cc2)on1	0.2	17	-2	13	4%	1	-3	-0.7	2

# Assay outcomes as filed in PubChem BioAssay.
